# Compound activity: PubChem, National Center for Advancing Translational Sciences (NCATS)
# EPAC1 antag = EPAC1 (human) antagonism; EPAC1 GEF assay, Rap1b-BODIPY-GDP exchange fluorescence; Potency, µM (titrated, usually from 115 µM), for the others: at the highest dose activity change, negative = inhibition, usual class: inhibitors; hit rate 0.14% among 360,000; AID 720709;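 further: potency means the concentration at half of the fitted maximal effect; plate controls were vehicle for no effect and positive control for full effect; nearly all actives have a fitted effect of over 50% in size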
# EPAC1 ag = EPAC1 (human) agonism; Potency, µM (series often up to 154 µM), without a hit: at the top dose activation, actives largely listed as activators; EPAC1 agonist qHTS, biochemical assay; response scale: 100% = response to 6.5 mM cAMP; hit rate 0.073% among 360,000; O95398; AID 720707; further: potency means the concentration at half of the fitted maximal effect; nearly all actives have a fitted effect of over 60% in size
#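 Normalized to 6.5 mM cAMP, activity reflects EPAC1-catalysed release of BODIPY-GDP from Rap1B, followed kinetically over 30 min at 480 nm excitation, 540 nm emission. Reaction contained 100 nM EPAC1, 250 nM Rap1B-BODIPY-GDP, 50 uM GDP.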
# GLP-1R inv ag = inverse agonists of human GLP-1 receptor | hit rate 1.6% among 410,000 | Potency, µM (series often up to 38.3 µM), inactives show at the highest dose activity change, negative = inhibition, actives largely listed as inhibitors | AID 624417 | HEK293 GLP-1R CRE-luciferase, luminescence, 24 h; GLP-1R form is constitutively active | P43220; further: potency means the concentration at half of the fitted maximal effect; on the % scale 0 is the no-effect control and ±100 the full control effect; nearly all actives have a fitted effect of over 55% in size
# Target sequence (P43220 whole entry, looked up): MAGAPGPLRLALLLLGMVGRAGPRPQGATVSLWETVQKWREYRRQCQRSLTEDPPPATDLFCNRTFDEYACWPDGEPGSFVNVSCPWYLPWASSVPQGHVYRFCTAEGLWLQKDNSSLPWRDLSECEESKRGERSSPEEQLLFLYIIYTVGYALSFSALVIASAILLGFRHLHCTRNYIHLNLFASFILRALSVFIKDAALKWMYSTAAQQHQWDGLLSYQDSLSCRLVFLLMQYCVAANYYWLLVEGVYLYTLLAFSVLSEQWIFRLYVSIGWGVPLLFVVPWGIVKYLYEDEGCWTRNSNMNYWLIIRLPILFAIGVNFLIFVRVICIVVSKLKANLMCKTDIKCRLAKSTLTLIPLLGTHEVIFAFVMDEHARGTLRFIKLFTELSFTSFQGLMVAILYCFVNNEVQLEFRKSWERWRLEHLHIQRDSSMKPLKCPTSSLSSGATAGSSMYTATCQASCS
#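 HEK293 cells stably co-expressing a cAMP-responsive luciferase reporter and constitutively active GLP-1R were seeded, incubated 12 h, then exposed to compounds for 24 h at 37 C. Luminescence was read 12 min after detection reagent; inverse agonists lower signal.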
# GLP1R cytotox = cytotoxicity counter-screen for GLP-1 receptor inverse agonists; Potency, µM (doses to about 38.3 µM), without a hit: at the highest dose activity change, negative = inhibition, actives largely listed as inhibitors; hit rate 0.13% among 410,000; HEK293 cAMP-luciferase reporter cells, luminescence, 24 h; AID 624418;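 further: loss of luciferase light is scored as toxicity; potency means the concentration at half of the fitted maximal effect; on the % scale 0 is the no-effect control and ±100 the full control effect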
#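 To flag toxic compounds, the library was rerun on cells for 24 hr at 37 deg C and 5% CO2. Viability-linked luminescence was captured 12 min after adding luciferase detection reagent.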
# PTHR1 ag = PTHR1 (human) receptor agonism; HEK293 GP2 PTHR1 cells, GloSensor cAMP luminescence, 1 h; Potency, µM (doses to about 115 µM), for inactives: at the highest dose activation, most hits filed as activators; hit rate 0.075% among 410,000; AID 743266; further: potency means the concentration at half of the fitted maximal effect; nearly all actives have a fitted effect of over 55% in size; some results filed as inactive show a strong effect at the top dose; inactives centre near -15; many of its hits are not listed in these tables
# Target sequence (Q03431 whole entry, looked up): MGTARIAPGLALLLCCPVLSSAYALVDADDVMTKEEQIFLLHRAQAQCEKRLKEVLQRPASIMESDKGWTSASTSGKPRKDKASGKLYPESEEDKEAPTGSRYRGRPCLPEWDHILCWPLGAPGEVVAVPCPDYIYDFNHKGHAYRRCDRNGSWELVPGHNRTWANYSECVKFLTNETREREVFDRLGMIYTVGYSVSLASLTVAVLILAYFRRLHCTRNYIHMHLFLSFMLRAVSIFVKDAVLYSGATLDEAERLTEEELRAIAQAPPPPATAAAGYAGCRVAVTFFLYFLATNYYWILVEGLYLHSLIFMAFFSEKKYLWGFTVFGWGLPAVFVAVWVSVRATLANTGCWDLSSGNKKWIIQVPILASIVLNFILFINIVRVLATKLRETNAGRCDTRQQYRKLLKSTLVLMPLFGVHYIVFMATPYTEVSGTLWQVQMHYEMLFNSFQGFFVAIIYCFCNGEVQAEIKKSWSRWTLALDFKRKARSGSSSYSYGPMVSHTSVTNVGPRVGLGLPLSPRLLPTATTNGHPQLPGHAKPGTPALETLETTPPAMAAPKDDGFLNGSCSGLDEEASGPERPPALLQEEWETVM
#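 HEK-293-derived GP2 cells expressing PTHR1 and a GloSensor cAMP reporter, 3,000/well, plated overnight, given luciferin plus IBMX (each 0.5 mM as added) for 1 h at 37 °C, then compound for 1 h at 37 °C. Luminescence was read after 15 min at room temperature.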
# PI5P4K alpha inh = PI5P4K alpha (human) kinase inhibition. P48426. max response, %. PI5P4Kalpha enzyme, ADP-Glo luminescence, 60 min; active compounds read low. hit rate 1.2% among 330,000; active means max response of -50% or lower; inconclusive means between -30% and -50%; inactive means -30% or higher; further: value at the top dose of about 77 µM; on the % scale 0 is the no-effect control and ±100 the full control effect
#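 Luminescence from ADP-Glo served as readout of PI5P4Kalpha activity in a qHTS format. Reaction: enzyme, substrate, compound, ATP at 5 microM final, 60 min at RT.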
# PLK1 PBD block = inhibitors of human PLK1 polo-box domain binding | Potency, µM, inactives show max response, negative = inhibition, hits mostly inhibitors | hit rate 2.8% among 360,000 | AID 720504 | P53350 | Plk1 PBD binding of FITC phosphopeptide, fluorescence polarization; further: potency means the concentration at half of the fitted maximal effect; series mostly up to about 57 µM; on the % scale 0 is the no-effect control and ±100 the full control effect; nearly all actives have a fitted effect of over 65% in size
# IL2 activator = IL-2 activation | activation, % (series mostly up to about 46 µM) | hit rate 0.065% among 360,000 | IL-2 activation reporter assay, cell-based qHTS; stimulated with anti-CD3/CD4/CD28 beads; in transgenic mouse T cells; in the data active means activation above about 50%; inconclusive means mostly about 30% to 49%; further: 0% is about no effect
#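 Using fluorescent plate cytometry, EGFP and DsRed are detected in transgenic mouse T cells stimulated 18 h at 37 degrees C with antibody-coated beads after 60 min compound pretreatment.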
# GLP1R ag = GLP-1 receptor (human) agonism. P43220. HEK293 GLP-1R CRE-luciferase, luminescence, 4-6 h; cells express a hypersensitive GLP-1R form. Potency, µM (top dose mostly 45.6 µM), for the others: at the highest dose activation, actives largely listed as activators. hit rate 0.007% among 380,000; further: potency means the concentration at half of the fitted maximal effect; % of control where 0% means no effect
# Active calls of the source: *; i = inactive; ? = inconclusive; nt = not tested or not shown; & = joins results of further samples; [ ] = dose if it differs, or a comment. Unless noted, the call rests on the fitted dose curve; in most records, active means well fitted curve in the direction sought with a large enough effect; inconclusive means small, poorly fitted or top-dose-only effect, or another doubt; inactive means no such curve, though single readings can be large; an effect the other way counts as inactive or inconclusive.
SMILES,EPAC1 antag,EPAC1 ag,GLP-1R inv ag,GLP1R cytotox,PTHR1 ag,PI5P4K alpha inh,PLK1 PBD block,IL2 activator,GLP1R ag
COc1ccc(OC)c2sc(N(CCCN(C)C)C(=O)CCS(=O)(=O)c3ccccc3)nc12,-1%,0%,?,10µM*,i,6,7.5µM*,-4.7,-27%
COC(=O)C1(C(=O)OC)C[C@H](c2ccccc2)N(Cc2ccccc2OC)[C@@H]1c1ccccc1,-3%,-1%,?,-1%,-11%,16,-15%,-0.4,nt
CCc1cc2c(s1)N(CC(=O)OC)C(=O)CN=C2c1ccccc1OC,11%,-6%,-6%,5%,-21%,2,0%,-0.1,10%
Clc1ccc(Cn2ccnc2)cn1,10%,1%,17%,18%,-2%,-4,-23%,-5.6,5%
COc1ccc2[nH]c(C)c(CCNCc3cc(OC)c4c(c3)OCO4)c2c1,0%,8%,?,2%,-2%,-4,-12%,-0.3,-7%
C=CC1CN2CCC1CC2C(O)c1ccnc2ccccc12 (stereo not given),-20%,-13%,?,-5%,i,-4,2%,-0.2,-2%
C=CCn1c(O)c(C(CC)=Nc2ccc(NC(C)=O)cc2)c(=O)[nH]c1=O,5%,3%,36%,-7%,i,-1,-2%,0.2,1%
O=C(NCCO)c1nsnc1NCCCl,-21%,10%,0%,-1%,-15%,-10,?,-0.2,11%
CCC1(c2ccccc2)C(=O)N(COC)C(=O)N(COC)C1=O,9%,-6%,3%,12%,-20%,7,-21%,0.1,8%&23%
Cc1cc(C)c(-n2c(O)c(/C=N/NC(=O)c3ccncc3)c(=O)[nH]c2=O)c(C)c1,-12%,-8%,6%,18%,i,-17,-10%,-1.0,-3%
COc1ccc(NC(=O)Nc2ccc3c(c2)C(=O)N([C@H](C)CO)C[C@H](C)[C@@H](CN(C)Cc2ccc(Cl)c(Cl)c2)OCCCC[C@@H](C)O3)cc1,9%,-10%,3.2µM*,3%,-15%,6,-15%,-2.5,-2%
Cn1cc(NC(=O)CCl)cn1,-13%,-4%,68%[activator],?,i,-7,-8%,11,-1%
O=c1c2ccccc2nc(/C=C/c2ccc3c(c2)OCO3)n1-c1cccc(O)c1,16%,-5%,?,70%[activator],-22%,-9,-9%,0.5,7%
Oc1ccc(N=Nc2ccc3c(c2)OCCO3)c2cccnc12,7%,-1%,?,?,-28%,?,27µM*,-3.5,1%
Cc1ccc(C(=O)c2cc(Br)ccc2N)cc1,-4%,3%,?,-8%,i,6,6%,-0.1,19%
COC(=O)CC1NC2CCCCC2NC1=O (stereo not given),-3%,-4%,3%,-5%,i,1,1%,-2.2,-5%
Cc1nn(Cc2ccccc2)c(C)c1C=C1C(=O)NC(=S)NC1=O,-11%,5%,9%,2%,-35%[inhibitor],-57*,15µM*,-3.3,0%
CCC(=O)OC1(Cc2ccc(CC)cc2)CC(C)N(C)CC1C (stereo not given),-12%,-4%,?,3%,-4%,4,0%,-2.3,0%
CC(N)Cc1c[nH]c2ccc(Cl)cc12 (stereo not given),1%,2%,-16%,-7%,2%,nt,-2%,-1.3,3%
N#Cc1ccc(Cn2cc(C=O)c3ccccc32)cc1,-25%,6%,7.1µM*,-5%,-25%,7,-10%,0.8,1%
O=c1[nH]c2ccccc2n1C1CCN(C(CCc2ccccc2)c2nnnn2C2CCCCC2)CC1 (stereo not given),-20%,27%,14%,1%,-23%,16,-10%,-0.6,15%
CCC(=NCc1ccc2c(c1)OCO2)c1c(O)n(C)c(=O)n(C)c1=O,1%,8%,9%,26%,-7%[57.5 µM],-5,-10%,-3.8,14%
CCN1C[C@]2(CO)CC[C@H](OC)[C@@]34C5C[C@H]6[C@H](OC)C5[C@](O)(C[C@H]6OC)[C@@H](C(OC)C23)[C@@H]14 (stereo not given in full),-1%,-27%,2%,2%,-18%,1,-4%,1.6,0%
O=C(Nc1ccccc1)N1CCC2(CC1)OCCO2,-22%,4%,3%,1%,i,1,-14%,-2.3,-4%
COc1ccc(OC(=O)N(C)C[C@@H]2OCc3cnnn3CCCC(=O)N([C@H](C)CO)C[C@H]2C)cc1,7%,-9%,-1%,6%,i,1,-24%,-1.7,-1%
CC(=O)N1N=C2C3CCN(CC3)C2C1c1ccc(Br)cc1 (stereo not given),11%,-13%,7%,-5%,?,-4,-7%,-0.6,-5%
CCN(CC)CCN/N=C(\C)c1c(O)[nH]c(=O)[nH]c1=O,-15%,-11%,2%,4%,-1%,-4,-12%,1.3,1%
CCc1ccc(N2C(=O)CC(=O)NC2=O)cc1,-4%,18%,2%,-5%,i,-1,-16%,0.9,-1%
O=C(NC(C(Cl)Cl)N1CCOCC1)c1ccccc1 (stereo not given),-6%,8%,44%[activator],4%,i,-8,-13%,-0.8,1%
COc1ccc2c(C)c(CCC(=O)N3C[C@H]4C[C@@H](C3)c3cccc(=O)n3C4)c(=O)oc2c1,1%,-15%,45%[activator],6%,i,2,3%,0.1,1%
CC(C)OP(=O)(OC(C)C)C(NCc1ccccc1)c1ccccc1 (stereo not given),6%,-3%,?,16%,-50%[inhibitor],6,-3%,0.6,13%
COC(=O)C1=C(c2ccc(F)cc2OCc2ccccc2)C[C@@H]2CC[C@H]1N2C(=O)NCCN1CCOCC1,-19%,-4%,-21%,1%,-12%,1,-7%,-0.1,3%
CN(C)Cc1c[nH]c2ccccc12,-14%,6%,-8%,2%,-5%,1,-12%,-0.9,-6%
Cc1ccc(-c2cc(-c3ccc(C)cc3)[n+](-c3ccccc3)c(-c3ccc(C)cc3)c2)cc1,-9%,-11%,?,?,-94%[inhibitor],?,?,-0.8,-4%
COC(=O)C1=C(C)NC(C)=C(C(=O)OC)C1c1ccccc1[N+](=O)[O-],-17%,-10%,-26%,13%,28%,-58*,?,1.0,-1%&0%
CCOC(=O)[C@]12Cc3cc(N(C)C)ccc3[C@H]1N(Cc1ccccc1)C(=O)c1ccccc12,-11%,-10%,8%,5%,-20%,1,-17%,-4.0,0%
COc1cccc(O)c1CN1CCCC(C(=O)c2ccccc2SC)C1 (stereo not given),-6%,-4%,?,-5%,-13%,-7,-5%,-2.9,0%
CC(=O)OC1CCC2(C)C(CCC3C2CC(=O)C2(C)C3CC(N3CC3)C2C(C)=O)C1 (stereo not given),-8%,-3%,?,-17%,50µM*,1,-8%,-0.6,0%
c1cc2c(cc1N1CCCCC1)CNCc1cnnn1-2,7%,-11%,18%,2%,-20%,0,-11%,-0.1,3%
COc1ccc2[nH]cc(CCN=C(NC(=O)c3ccccc3OC)Nc3nc(C)cc(C)n3)c2c1,nt,nt,?,-29%,-4%,nt,nt,nt,-4%
COc1cc([C@@H]2c3cc4c(cc3[C@@H](O[C@@H]3O[C@@H]5CO[C@@H](C)O[C@H]5[C@H](O)[C@H]3O)[C@H]3COC(=O)[C@H]23)OCO4)cc(OC)c1O,-15%,-18%,2.8µM*,?,-8%,0,-7%,-0.1,4%
Cc1cccc(OC(=O)N2CCOCC2)c1,-11%,0%,0%,-6%,i,nt,-1%,2.6,-4%
CCn1c(O)c(/C=N/NC(=O)c2ccccc2)c(=O)n(CC)c1=S,-4%,13%,17%,0%,-89%[inhibitor],1,0%,-0.6,1%
Cc1c(NC(NC(=O)CF)C(Cl)(Cl)Cl)c(=O)n(-c2ccccc2)n1C (stereo not given),-21%,8%,7%,1%,i,7,-11%,0.6,-1%
CCC(=NCc1cc(OC)cc(OC)c1)c1c(O)[nH]c(=O)[nH]c1=O,-3%,3%,53%[activator],1%,-20%,-4,2%,-0.8,?
O=c1cccc2n1CC1CC2CN(Cc2c(Cl)cccc2Cl)C1 (stereo not given),7%,0%,0%,2%,-22%,nt,1%,-1.8,-1%
Cc1ccc(C)c(OCC(=O)N2CCCN(C)CC2)c1,4%,6%,-3%,-4%,-29%,6,-1%,3.2,-3%
C[C@]12CCC(=O)C=C1C=C[C@@H]1[C@@H]2CC[C@@]2(C)[C@H]1CC[C@@]2(O)CCC(=O)O,-21%,-21%,3%,1%,24%,0,-17%,0.3,6%
C=C(C)C(Cc1c(OC)ccc(C(=O)/C=C/c2ccc(O)cc2)c1O)OO (stereo not given),-19%,-6%,-5%,-16%,-52%[inhibitor],5,-2%,-0.8,-5%
N#C/C(=C(/O)c1ccc(S(=O)(=O)N(CCCl)CCCl)cc1)c1nc2ccccc2[nH]1,23%,-7%,18%,-5%,i,-10,-3%,0.2,-1%
CCCCC(=O)N/N=C/c1c(O)n(CCc2ccc(OC)c(OC)c2)c(=O)[nH]c1=O,-10%,10%,20%,19%,-5%,-5,-14%,-3.0,5%
Clc1cccc(N2CCNCC2)c1,2%,1%,-29%,-11%,-3%,1,-9%,-0.2,5%&5%
C/C(=N/O)c1ccc2ccc3ccccc3c2c1,0%,13%,4%,17%,i,5,-10%,1.7,9%
CN(C)C(=O)c1ccc(N=Nc2c(O)c3ccccc3[nH]c2=O)cc1,8%,8%,?,?,-21%,-76*,-11%,0.4,-1%
Cc1cc(C)c(NC2=NCCCS2)c(C)c1,-5%,1%,?,15%,-1%[57.5 µM],7,-8%,1.6,5%
Cc1nc2cc(C(=O)N3CCC4(CC3)OCCO4)ccc2n1-c1cccc(F)c1,0%,10%,0%,22%,-5%,-6,-3%,-0.3,4%

# Reprinted at random: three entries already listed
SMILES,EPAC1 antag,EPAC1 ag,GLP-1R inv ag,GLP1R cytotox,PTHR1 ag,PI5P4K alpha inh,PLK1 PBD block,IL2 activator,GLP1R ag
C/C(=N/O)c1ccc2ccc3ccccc3c2c1,0%,13%,4%,17%,i,5,-10%,1.7,9%
C=C(C)C(Cc1c(OC)ccc(C(=O)/C=C/c2ccc(O)cc2)c1O)OO (stereo not given),-19%,-6%,-5%,-16%,-52%[inhibitor],5,-2%,-0.8,-5%
Clc1cccc(N2CCNCC2)c1,2%,1%,-29%,-11%,-3%,1,-9%,-0.2,5%&5%

# An excerpt (hit frequency here may not be typical).
